Screens deposited in PubChem BioAssay by several laboratories.
TMEM16A act = activators or potentiators of mouse TMEM16A chloride channel. HEK293 TMEM16A/YFP-H148Q/I152L, iodide quench fluorescence; stronger effect = lower value. B-score at 10 µM. hit rate 0.3% among 340,000;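 active = fluorescence-ratio B-score plate-corrected deviation score at least 3 library SD below zero, with starting fluorescence score within 5 deviations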;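 note: channel opened by trigger with iodide after compound preincubation; score built on the fluorescence ratio of max minus min over baseline; more negative score means more quench and so TMEM16A activation or potentiation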
Target sequence (Q8BHY3 whole entry, looked up): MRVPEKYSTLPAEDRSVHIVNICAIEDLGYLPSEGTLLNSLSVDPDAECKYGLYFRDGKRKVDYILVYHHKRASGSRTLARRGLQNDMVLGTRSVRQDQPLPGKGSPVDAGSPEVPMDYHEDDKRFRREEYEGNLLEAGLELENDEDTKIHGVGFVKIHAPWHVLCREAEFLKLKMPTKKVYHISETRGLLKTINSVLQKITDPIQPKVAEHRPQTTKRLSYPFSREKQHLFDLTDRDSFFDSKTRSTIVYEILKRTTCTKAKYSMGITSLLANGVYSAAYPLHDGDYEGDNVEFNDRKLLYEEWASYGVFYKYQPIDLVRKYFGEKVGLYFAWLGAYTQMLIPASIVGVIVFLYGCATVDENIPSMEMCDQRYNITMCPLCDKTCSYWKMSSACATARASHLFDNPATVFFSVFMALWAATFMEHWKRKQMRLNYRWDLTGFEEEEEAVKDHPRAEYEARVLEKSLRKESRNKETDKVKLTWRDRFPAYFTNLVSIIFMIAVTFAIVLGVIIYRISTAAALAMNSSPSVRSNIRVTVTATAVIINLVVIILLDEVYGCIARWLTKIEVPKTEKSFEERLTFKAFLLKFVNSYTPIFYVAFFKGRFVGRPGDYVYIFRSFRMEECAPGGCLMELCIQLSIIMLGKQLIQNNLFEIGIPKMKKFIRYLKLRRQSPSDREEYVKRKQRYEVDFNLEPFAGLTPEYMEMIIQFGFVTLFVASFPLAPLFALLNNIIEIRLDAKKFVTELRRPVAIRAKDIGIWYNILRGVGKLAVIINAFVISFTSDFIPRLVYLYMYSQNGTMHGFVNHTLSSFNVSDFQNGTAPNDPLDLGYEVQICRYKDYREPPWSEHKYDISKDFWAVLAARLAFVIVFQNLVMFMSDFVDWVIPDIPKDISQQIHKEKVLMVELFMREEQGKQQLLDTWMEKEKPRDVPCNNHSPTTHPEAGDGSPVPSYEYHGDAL
MrgX1 allo act = human MrgX1 positive allosteric modulation, primary screen; Q96LB2; hit rate 0.63% among 310,000; B-score at 10 µM; MrgX1-HEK293, Fluo-4 calcium flux, FDSS; stronger effect = higher value;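 active = plate-corrected calcium response at least 3 library SD above typical, normal starting fluorescence, not activating the receptor alone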;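 note: compound read alongside a low EC10 to EC30 dose of BAM8-22 agonist; peak minus trough fluorescence over baseline measured at the second addition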
SKKanGAS inh = SKKanGAS growth inhibition. S. pyogenes SKKanGAS, kanamycin growth, BacTiter-Glo, 6 h. hit rate 1.3% among 300,000. AID 1662. inhibition, % at 7.5 µM;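 active = mean replicate score, as percent of positive control median, at least 50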;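 note: strain carries kanamycin resistance gene driven by streptokinase promoter and grows in 40 µg/ml kanamycin; loss of luminescence reflects streptokinase promoter inhibition or plain growth inhibition; 0% = median of DMSO wells and 100% = positive control at its reference dose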
TRPC4 PAM = allosterically enhances the mouse TRPC4 cation channel; HEK293 TRPC4beta/mu-opioid, DAMGO EC20, Fluo-4 Ca2+ flux; stronger effect = higher value; AID 2227; B-score at 10 µM; hit rate 0.42% among 310,000;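 active = B-score of calcium response area above 5 SD of library B-scores, with initial fluorescence ratio within 5 SD of library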;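 note: B-score of integrated fluorescence ratio over time as area under calcium response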
TMEM16A inh = mouse TMEM16A channel inhibition, primary screen; HEK293 TMEM16A/YFP iodide influx fluorescence, ionomycin; hit rate 1.2% among 310,000; Q8BHY3; normalized B-score (activity score, 25-100; higher = stronger inhibition) at 10 µM;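 active = ratio plate-corrected score three or more library SD toward inhibition, starting fluorescence score within five deviations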;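 note: score derived from kinetic fluorescence span divided by baseline fluorescence per well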
TRPC6 inh = mouse TRPC6 channel inhibition | B-score at 10 µM | HEK293-TRPC6, membrane potential dye, ACh-evoked depolarization; stronger effect = lower value | Q61143 | hit rate 1.1% among 310,000;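 active = B-score under library mean minus 3 SD, initial fluorescence not abnormally high, positive integrated signal ratio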;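 note: B-score derived from integrated fluorescence ratio over the kinetic read; more negative B-score means stronger inhibition of depolarization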
TRPC6 activator = activates the mouse TRPC6 cation channel. hit rate 0.13% among 310,000. HEK293-TRPC6 membrane potential dye fluorescence; stronger effect = higher value. Q61143. B-score at 10 µM;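 active = B-score of the integrated fluorescence ratio above library mean plus 3 SD, and starting fluorescence ratio within library mean plus 5 SD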;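 note: higher score means more depolarization so channel activation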
MrgX1 antagonist = human MrgX1 receptor antagonism, primary screen | Q96LB2 | MRGX1-HEK293 calcium flux, Fluo-4, BAM8-22 antagonism; stronger effect = lower value | B-score at 10 µM | hit rate 1.3% among 310,000 | AID 588676;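 active = calcium-response B-score plate-corrected more than 3 library SD below zero, starting fluorescence within 5 deviations, no agonist response on first addition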;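 note: peak minus trough fluorescence over baseline after final BAM8-22 challenge near maximal dose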
MrgX1 agonist = human MrgX1 receptor agonism, primary screen. AID 588627. MrgX1-HEK293 cells, Fluo-4 calcium fluorescence, agonist mode; stronger effect = higher value. Q96LB2. hit rate 0.44% among 310,000. B-score at 10 µM;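 active = calcium response B-score plate-corrected fluorescence ratio at least 3 library SD, with starting fluorescence B-score inside 5 SD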
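System: HEK293 cells stably expressing human MrgX1 receptor; Dosing: test compound in the initial addition of three; Schedule: overnight plating, then 30 min 37 °C plus 30 min room-temperature dye loading; Detection: kinetic calcium dye fluorescence, Fluo-4 NW; Controls: per-plate positive and negative controls for Z′ factor.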
TRPC4 block = blocks the mouse TRPC4 cation channel; Q9QUQ5; HEK293 TRPC4beta/mu-opioid, DAMGO-evoked Fluo4 calcium flux; stronger effect = lower value; B-score at 10 µM; hit rate 0.39% among 300,000; AID 2247;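 active = B-score over 3 SD under the library average, no early fluorescence shift, positive overall ratio signal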
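Assay system: HEK293 cells with stable TRPC4beta plus mu-opioid receptor expression. Dosing: single dose. Measured by: Fluo4 Ca2+ flux fluorescence. Also added: DAMGO in two steps, submaximal then maximal. Read-out: B score from integrated Fluo4 fluorescence ratio.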
TRPC4 agonist = TRPC4 (mouse) channel activation. Q9QUQ5. HEK293 TRPC4beta/mu-opioid, Fluo4 calcium fluorescence; stronger effect = higher value. B-score at 10 µM. hit rate 0.49% among 310,000;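 active = B-score above 5 SD of library B-scores, and initial fluorescence ratio not above library mean plus 5 SD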;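 note: positive B-score marks a calcium rise read as TRPC4 activation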
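System: HEK293 cells stably co-expressing mouse TRPC4beta and mu-opioid receptor; Schedule: Fluo4 dye loading 45 min at room temperature, 110 s recording; Detection: Fluo4 fluorescence, kinetic; Evaluation: B-scored integrated calcium fluorescence ratio; Controls: buffer (low) and maximal DAMGO (high).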
* = called active by the depositor; i = inactive; x = not tested or not shown. Rows are unselected. About 6.7% of those tested had a hit in this group.

SMILES	TMEM16A act	MrgX1 allo act	SKKanGAS inh	TRPC4 PAM	TMEM16A inh	TRPC6 inh	TRPC6 activator	MrgX1 antagonist	MrgX1 agonist	TRPC4 block	TRPC4 agonist
O=C(OCC#CCSc1nnc(-c2ccccc2)o1)c1cccs1	i	i	0	i	i	i	i	i	i	i	i
COc1ccc(-c2nc3ccc(C)cn3c2NCc2ccccc2)cc1SC1CCCCC1	i	i	16	i	i	i	i	i	i	i	i
O=C1C2CCCCN2C(=O)N1CCN1CCN(c2ccc([N+](=O)[O-])cc2)CC1 (centres undefined)	i	i	1	i	i	i	i	i	i	i	i
CC(OC(=O)C1CCN(c2ccc(C(F)(F)F)cn2)CC1)C(=O)Nc1ccc(S(N)(=O)=O)cc1 (centres undefined)	i	i	-4	i	i	i	i	i	i	i	i
Nc1ccccc1SCc1cn2cccnc2n1	i	i	0	i	i	i	i	i	i	i	i
CCOc1ncccc1C(=O)OCC(=O)c1ccc(OC)c(OC)c1	i	i	-10	i	i	i	i	i	i	i	i
COCCn1c(=N)c(S(=O)(=O)c2ccc(F)cc2)cc2c(=O)n3cccc(C)c3nc21	i	i	-3	i	i	i	i	i	i	i	i
O=C(C1CCCO1)N(c1ccc(F)cc1)C1C=CS(=O)(=O)C1 (centres undefined)	i	i	0	i	i	i	i	i	i	i	i
COc1ccc(NC(=O)CC2Oc3ccccc3NC2=O)cc1 (centres undefined)	i	i	-3	i	i	i	i	i	i	i	i
COc1ccc(OC)c(Nc2nc(NCCO)c3ccccc3n2)c1	i	i	-6	i	i	-9*	i	i	i	-5*	i
O=C(NCc1ccco1)C1CC(c2ccccc2C(F)(F)F)=NO1 (centres undefined)	i	i	3	i	i	i	i	i	i	i	i
CC(=O)c1ccccc1OC(=O)c1ccco1	i	i	1	i	i	i	i	i	i	i	i
COCCNC(=O)CSc1nc2nn(-c3ccccc3)c(=O)c-2c2n1CCCCC2	i	i	4	i	i	i	i	i	i	i	i
CC(=O)Nc1ccc2c(c1)NC(=O)CC2	i	i	0	i	i	i	i	i	i	i	i
COc1cc2c(cc1OC)-c1nnc(C)n1C1(CCCC1)C2	i	i	0	i	i	i	i	i	i	i	i
COc1ccc(Cn2c(O)c(C=Nc3ccccc3)c3ccccc3c2=O)cc1	i	i	9	i	i	i	i	i	i	i	i
Cc1ccc(S(=O)(=O)N2CCN(C(=O)c3ccccc3OCc3c(C)noc3C)CC2)cc1C	i	i	2	i	i	i	i	i	i	i	i
O=[N+]([O-])c1cc([N+](=O)[O-])c2n[nH]c(-c3ccccc3)c2c1	i	i	-5	i	i	i	i	i	i	i	i
O=C(CSc1cccc[n+]1[O-])Nc1cc([N+](=O)[O-])ccc1Cl	i	i	-1	i	i	i	i	i	i	i	i
CCN(CCO)C(=O)c1ccc2oc(Cc3ccc(Cl)cc3)nc2c1	i	i	-2	i	i	i	i	i	i	i	i
COc1cc(/C=C2\CCCc3c2nc2ccccc2c3C(=O)O)cc([N+](=O)[O-])c1O	i	i	1	i	i	i	i	i	i	i	i
CCCCN(C(=O)C1CC(=O)N(Cc2ccc(C)cc2)C1)c1c(N)n(CCCC)c(=O)[nH]c1=O (centres undefined)	i	i	0	i	i	i	i	i	i	i	i
O=C(Cc1cccc2ccccc12)NNC(=O)c1ccc(Br)o1	i	i	-7	i	i	i	i	i	i	i	i
CC(Oc1ccc(F)cc1)C(=O)Nc1cc(S(=O)(=O)N2CCOCC2)ccc1N1CCCC1 (centres undefined)	i	i	-4	i	i	i	i	i	i	i	i
O=C(NCCc1cccs1)c1ccc(CS(=O)Cc2ccc(Cl)cc2)o1 (centres undefined)	i	i	0	i	i	i	i	i	i	i	i
COC(=O)C[C@H]1c2cc(C(F)(F)F)ccc2S(=O)(=O)N1C1CCCCC1	i	i	-3	i	i	i	i	i	i	i	i
COc1ccc(N2C(=O)CC(N3CCN(C(=O)c4ccco4)CC3)C2=O)cc1 (centres undefined)	i	i	-11	i	i	i	i	i	i	i	i
Cc1ccc(NC(=O)NCC2CCN(Cc3cccc(Cl)c3)CC2)cc1Cl	i	i	12	i	i	i	i	i	i	i	i
CCOC(=O)c1c(-c2ccccc2)csc1NC(=S)NC	i	i	1	i	i	i	i	i	i	i	i
O=S(=O)(c1ccc(NC(=S)NCc2ccco2)cc1)N1CCCCC1	i	i	0	i	i	i	i	i	i	i	i
COc1ccccc1NC(=O)c1ccc(CN(c2cc(Cl)ccc2C)S(=O)(=O)c2ccccc2)cc1	i	i	5	i	i	i	i	i	i	i	i
O=C(C[n+]1cc(-c2ccccc2)n2c1CCCCC2)c1ccc(Cl)cc1	i	i	-10	i	i	i	i	i	i	i	i
NS(=O)(=O)c1ccc(CCNC(=O)CN2C(=O)c3ccccc3S2(=O)=O)cc1	i	i	-3	i	i	i	i	i	i	i	i
CCOC(=O)Cc1csc(NC(=O)CSc2ncnc3c2cnn3-c2ccccc2Cl)n1	i	x	4	i	x	i	i	x	x	i	i
COC(=O)c1cccc(Cn2nnc3ccccc3c2=O)c1	i	i	-16	i	i	i	i	i	i	i	i
Nn1c(SC/C=C/c2ccccc2)nnc1-c1ccco1	i	i	-13	i	i	i	i	i	i	i	i
CCC(C(=O)Nc1cc(OC)c(NC(=O)c2ccccc2)cc1OC)c1ccccc1 (centres undefined)	i	i	2	i	i	i	i	i	i	i	i
COC(=O)c1cc2c(ccc3ccccc32)oc1=O	i	i	-3	i	i	i	i	i	i	i	i
COc1ccc(OC)c(NC(=O)CSc2nnnn2C)c1	i	i	2	i	i	i	i	i	i	i	i
COc1ccc(CCN2CCCn3c2nc2c3c(=O)[nH]c(=O)n2C)cc1OC	i	i	-2	i	i	i	i	i	i	i	i
O=C(CCC(=O)N(CC(=O)NC1CCCC1)Cc1ccccc1Cl)Nc1nccs1	i	i	-5	i	i	i	i	i	i	i	i
CN(CCNC(=O)C1CCN(S(=O)(=O)N2CCOCC2)CC1)CCc1ccccc1	i	i	-2	i	i	i	i	i	i	i	i
Cn1c(OCc2cccnc2)nc2c1c(=O)n(Cc1ccc(Br)cc1)c(=O)n2C	i	i	10	i	i	i	i	i	i	i	i
CN(CC1COc2ccccc2O1)C(=S)Nc1ccccc1 (centres undefined)	i	i	0	i	i	i	i	i	i	i	i
O=C(c1ccco1)N1CCN(c2ncnc3c2[nH]c2ccccc23)CC1	x	x	-6	i	x	i	i	x	x	i	i
CC(=O)c1ccc(NC(=S)N2CCN(c3ccccn3)CC2)cc1	i	i	-12	i	i	i	i	i	i	i	i
O=C(Nc1ccccc1)Nc1ccc(O)c2ccccc12	i	i	24	i	i	i	i	i	i	i	i
CC1CCCN(C(=O)CN(C)S(=O)(=O)c2cccc3nsnc23)C1 (centres undefined)	i	i	2	i	i	i	i	i	i	i	i
COC(=O)c1ccc(CN2CCN(CCC(C)C)C(CCO)C2)cc1 (centres undefined)	i	i	-5	i	i	-5.2*	i	i	i	i	i
S=C(NCc1ccco1)N/N=C/c1cccnc1	i	i	-2	i	i	i	i	i	i	i	i
Fc1ccccc1/C=N/n1c(-c2cccnc2)n[nH]c1=S	i	i	3	i	i	i	i	i	i	i	i
CCn1c(C)c(C)c2cc(C(=O)NCCc3ccco3)ccc21	i	i	-5	i	i	i	i	i	i	i	i
C=CC#CC1(O)CC(C)[N+](C)(C)CC1C (centres undefined)	i	i	10	i	i	i	i	i	i	i	i
Cc1ccc(C)c(CN2C(=O)COc3ccc(C(=O)c4ccccc4C(=O)O)cc32)c1	i	i	4	i	i	i	i	i	i	i	i
COc1cccc(NC(=O)c2nnn(Cc3ccc(Br)cc3F)c2N)c1	i	i	5	i	i	i	i	i	i	i	i
CSC[C@H](NC(=O)COc1cc2c(c3oc(=O)cc(C)c13)CCC(C)(C)O2)C(=O)O	i	i	1	i	i	i	i	i	i	i	i
COc1ccc(C(=O)NCc2nnc(SCC(=O)Nc3ccccc3F)o2)cc1	i	i	-25	i	i	i	i	i	i	i	i
CCOc1cc(/C=N/n2nnnc2N)ccc1OCc1c(C)no[n+]1[O-]	i	i	-1	i	i	i	i	i	i	i	i
CCC(=O)N1CCc2cc(Br)cc(S(=O)(=O)NCCCN(C)Cc3ccccc3)c21	i	i	10	40*	i	i	i	i	i	i	82*
COCc1c(C(=O)Nc2nc(C)cs2)oc2ccccc12	i	i	-2	i	i	i	i	i	i	x	i
The list continues.
SMILES	TMEM16A act	MrgX1 allo act	SKKanGAS inh	TRPC4 PAM	TMEM16A inh	TRPC6 inh	TRPC6 activator	MrgX1 antagonist	MrgX1 agonist	TRPC4 block	TRPC4 agonist
O=C1CN(C(=O)c2cccc(Br)c2)c2ccccc2N1	i	i	7	i	i	i	i	i	i	i	i
O=C(CCOc1ccccc1)Nc1ccnn1C1CCN(Cc2ccc(F)cc2)CC1	i	i	1	i	i	i	i	i	i	i	i
Cc1cc(-c2ccccc2)n(-c2ccc(C(N)=O)cc2)n1	i	i	-1	i	i	i	i	i	i	i	i
COc1ccc(N2CCN(C(=O)c3ccc(CNS(=O)(=O)c4cc(C)ccc4C)cc3)CC2)cc1	i	i	8	i	i	i	i	i	i	i	i
COc1cccc(CC(=O)Nc2cc(S(=O)(=O)N3CCOCC3)ccc2N2CCOCC2)c1	i	i	-4	i	i	i	i	i	i	i	i
COCCNC(=O)[C@H]1N2C(=O)c3c(ccc(OC)c3OC)C2SC1(C)C (some centres undefined)	i	i	-2	i	i	i	i	i	i	i	i
O=C(O)c1cccc(NS(=O)(=O)c2ccc3c(c2)OCCCO3)c1	i	i	0	i	i	i	i	i	i	i	i
